HT1080NT lethal: qHTS for induction of synthetic lethality in tumor cells producing 2HG: qHTS for the HT-1080-NT fibrosarcoma cell line. HT-1080-NT fibrosarcoma viability, CellTiter-Glo ATP luminescence, 48 h. Potency, µM (highest dose often 46.1 µM), without a hit: at the top dose activity, negative = less viability, most hits filed as cytotoxic. 360,000 compounds, 1.6% hits;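 further: NT is the 2HG producing partner of a matched IDH1 knockdown line; potency means the concentration at half of the fitted maximal effect; 0% = DMSO-treated cells and -100% = media-only wells without cells; nearly all actives have a fitted effect of over 55% in size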
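Luminescent CellTiter-Glo readout after 48 hours of compound exposure at 37 degrees C defined viability of HT-1080-NT cells. Activity was normalized to DMSO wells and cell-free media wells; concentration-response curves were fitted and assigned curve classes.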
WRN helicase inh: qHTS for Inhibitors of WRN Helicase; WRN helicase unwinding, fluorescent forked duplex, kinetic; 360,000 compounds, 0.46% hits; Potency, µM (titrated, usually from 114 µM), inactives show at the top dose activity change, negative = inhibition, hits mostly inhibitors; further: potency means the concentration at half of the fitted maximal effect; on the % scale 0 is the no-effect control and ±100 the full control effect; nearly all actives have a fitted effect of over 55% in size
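Fluorescence dequenching readout, ex 525 nm/em 598 nm, kinetic mode: forked duplex DNA (100 nM final) with adjacent fluorophore and quencher unwound by WRN (20 nM final) with 2 mM ATP. Compound preincubation 15 min, room temperature.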
IL1B secr inh: qHTS for Inhibitors of Inflammasome Signaling: IL-1-beta AlphaLISA Primary Screen; THP-1 LPS/ATP IL-1B secretion, AlphaLISA, 16 h; active compounds read low; activity change, % at 57.5 µM; 360,000 compounds, 4.7% hits; in the data active means activity change below about -50%; inconclusive means mostly about -30% to -49%; further: on the % scale 0 is the no-effect control and ±100 the full control effect
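Secreted IL-1B measured by AlphaLISA bead assay after 16 h compound exposure of THP-1 cells; compounds (final up to 57.5 uM) added 1 h before LPS (250 ng/mL) and ATP (1.25 mM) stimulation; lower signal means less secretion.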
MCF10A rereplic: A quantitative high throughput screen for small molecules that induce DNA re-replication in MCF 10a normal breast cells; MCF 10A DNA re-replication, Hoechst nuclear intensity, 48 h; Potency, µM (titrated, usually from 46.1 µM), for the others: at the highest dose activity, positive = re-replication, hits mostly activators; 350,000 compounds, 2.9% hits; AID 624296, 2012; further: potency means the concentration at half of the fitted maximal effect; % of control where 0% means no effect; nearly all actives have a fitted effect of over 50% in size
HT1080 IDH1KD tx: qHTS for induction of synthetic lethality in tumor cells producing 2HG: qHTS for the HT-1080-IDH1KD cell line | HT-1080 IDH1 knockdown viability, ATP luminescence, 48 h | Potency, µM (highest dose often 46.1 µM), for inactives: top-dose activity, negative = toxicity, hits mostly cytotoxic | 360,000 compounds, 2% hits;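 further: potency means the concentration at half of the fitted maximal effect; 0% = DMSO wells and -100% = cell-free medium wells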
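% activity derives from luminescence (CellTiter-Glo), normalised to DMSO and no-cell wells. HT-1080-IDH1KD cells, 750/well, had 48 h compound exposure at 37 °C.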
ATXN2 expr inh: Primary qHTS for Inhibitors of ATXN expression | HEK-293 ATXN2-luciferase reporter, luminescence, 24 h | Potency, µM (doses to about 57 µM), without a hit: top-dose activity change, negative = inhibition, usual class: inhibitors | 360,000 compounds, 0.72% hits; further: potency means the concentration at half of the fitted maximal effect; on the % scale 0 is the no-effect control and ±100 the full control effect; nearly all actives have a fitted effect of over 55% in size
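ATXN2-luciferase reporter cells (luciferase flanked by upstream and downstream ATXN2 gene portions) were treated 24 h at 37 °C with compounds at up to 57 uM. SteadyGlo luminescence gave expression; GF-AFC fluorescence gave viability.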
SW480 rerep: A quantitative high throughput screen for small molecules that induce DNA re-replication in SW480 colon adenocarcinoma cells; SW480 DNA re-replication, Hoechst DNA content imaging, 48 h; Potency, µM (titrated, usually from 46.1 µM), for inactives: at the highest dose re-replication activation, hits mostly activators; 340,000 compounds, 1.8% hits; further: potency means the concentration at half of the fitted maximal effect; % of control where 0% means no effect; nearly all actives have a fitted effect of over 55% in size
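Readout is total intensity of Hoechst-stained nuclei, excited at 405 nm and collected at 500-530 nm. Compound treatment lasted 48 hr at 37 C in 5% CO2 before staining.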
KB-3-1 cytotox: qHTS assay for MDR1-selective chemotherapeutics: Primary screen using the parental adenocarcinoma cell KB-3-1. KB-3-1 viability, CellTiter-Glo ATP luminescence, 72 h. Potency, µM (top dose mostly 46.1 µM), inactives show at the highest dose activity change, negative = cytotoxic, usual class: cytotoxic. 400,000 compounds, 1.4% hits. AID 1347075, 2019; further: potency means the concentration at half of the fitted maximal effect; on the % scale 0 is the no-effect control and ±100 the full control effect; nearly all actives have a fitted effect of over 60% in size
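Using CellTiter-Glo luminescence, growth of non-resistant KB-3-1 adenocarcinoma cells is assessed 72 h after pin-tool compound addition at 37 °C. Normalized responses across the concentration series yield fitted curves.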
KB-V1 cytotox: qHTS assay for MDR1-selective chemotherapeutics: Primary screen using the drug-selected MDR subline cells KB-V1; 400,000 compounds, 3.4% hits; KB-V1 MDR cells viability, CellTiter-Glo, 72 h; Potency, µM (highest dose often 46.1 µM), without a hit: top-dose activity change, negative = cytotoxicity, hits mostly cytotoxic; AID 1347076, 2019; further: potency means the concentration at half of the fitted maximal effect; on the % scale 0 is the no-effect control and ±100 the full control effect; nearly all actives have a fitted effect of over 60% in size
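In this primary screen, KB-V1 cells overexpressing P-gp are incubated with library compounds (lowest to highest concentration) for 72 h at 37 degrees C before a luminescent ATP viability read.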
* marks the source's active call; other numbers are inactive results; ? = inconclusive; . = no result given; [ ] = another dose, or the depositor's remark. Unless noted, the call rests on the fitted dose curve; in most records, active means well fitted curve in the direction sought with a large enough effect; inconclusive means small, poorly fitted or top-dose-only effect, or another doubt; inactive means no such curve, though single readings can be large; an effect the other way counts as inactive or inconclusive.

#1 CCOCCCNC(=O)CSc1ccccc1
#2 Cc1ccc(C(=O)NCC(=O)OCCOc2ccccc2Cl)cc1
#3 COc1ccc(CCNC(=O)CSc2nnc(-c3cccc(F)c3)o2)cc1OC
#4 CCC(=O)OCCn1c(=O)c2ccccc2c2ccccc2c1=O
#5 COc1ccc(-c2cc([C@H]3[C@@H]4C=CCC[C@@]4(C)C(=O)N3Cc3ccccc3)ccc2F)cc1OC
#6 CC/C(=C/c1sc2ccccc2[n+]1CC)SC
#7 C=CCc1ccccc1OCC(=O)O
#8 CN1CCN(c2ccc(S(=O)(=O)N3CCCCC3)cn2)CC1

entry no.,1,2,3,4,5,6,7,8
HT1080NT lethal,1%,-2%,-10%,3%,?,6%,3%,0%
WRN helicase inh,5%,-7%,-5%,-3%,-9%,-17%,1%[11.6 µM],1%
IL1B secr inh,0,45,8,13,-20,3,0,18
MCF10A rereplic,3%,3%,0%,0%,?,5%,-1%,3%
HT1080 IDH1KD tx,0%,-6%,-20%,-2%,?,8%,1%,8%
ATXN2 expr inh,14%,6%,4%,-10%,?,-16%,.,2%
SW480 rerep,-2%,?,-4%,-30%[inhibitor],?,-2%,-11%,0%
KB-3-1 cytotox,-8%,2%,-1%,-1%,?,-1%,8%,-1%
KB-V1 cytotox,20%,0%,?,?,?,-13%,5%,-7%

A few values from above.
Reading for #1 under WRN helicase inh: 5%
Reading for #7 under MCF10A rereplic: -1%
Reading for #5 under IL1B secr inh: -20

Remaining list, next part:
#9 COc1c2c(c(OC)c3ccccc13)[C@]1(OC2)O[C@H](CCO)C[C@H](O)[C@H]1O
#10 O=C(Nc1cccc(F)c1)NC1CCCc2ccccc21 (configuration not stated)
#11 Cc1ccccc1N(CC(=O)NC1CCCC1)C(=O)CS(=O)CC(=O)Nc1ccc2c(c1)OCO2 (configuration not stated)
#12 CCOC(=O)c1cc(C#N)c(Nc2ccccc2OC)nc1C(F)(F)F
#13 O[C@@H]1CN(Cc2cccs2)[C@@H](c2ccccc2)C[C@H]1n1cc(C2CC2)nn1
#14 COc1ccc(OCC(=O)OCC(=O)NC2CCCC2)cc1
#15 O=C(NCc1ccc2c(c1)OCO2)C1COc2ccccc2O1 (configuration not stated)
#16 CC(=O)c1cnc2c(-c3ccccc3)c(C)nn2c1C

entry no.,9,10,11,12,13,14,15,16
HT1080NT lethal,1%,?,16%,9%,8%,1%,0%,-2%
WRN helicase inh,-2%,-3%,6%,3%,-6%,-6%,-4%,-6%
IL1B secr inh,?,-10,20,4,16,13,9,32
MCF10A rereplic,.,3%,3%,25%,.,0%,17%,?
HT1080 IDH1KD tx,12%,?,8%,14%,-3%,16%,7%,-7%
ATXN2 expr inh,8%,26%,2%,15%,1%,-11%,38%[activator],-8%
SW480 rerep,.,4%,-2%,-8%,.,0%,-1%,-5%
KB-3-1 cytotox,0%,-29%,8%,11%,-23%,?,-4%,12%
KB-V1 cytotox,3%,?,-4%,1%,?,?,6%,?

#17 CCOc1ccc2nc(SCC(=O)NC3CC3)sc2c1
#18 CCOC(=O)C1CCCN(CC(=O)Nc2c(F)c(F)c(F)c(F)c2F)C1 (configuration not stated)
#19 CCC(=O)Nc1ccc(S(=O)(=O)NCC2CCCO2)cc1 (configuration not stated)
#20 S=C(NCc1ccco1)Nc1ccc(Cl)c(Cl)c1
#21 CCc1nc2cc(C)nn2c2nc3ccccc3n12
#22 CC(=O)Nc1ccc(-c2csc(Nc3ccc(Cl)cn3)n2)cc1
#23 CN(CC(=O)NC(=O)NC1CCCCC1)Cc1ccccc1
#24 O=C(CSc1nnc(-c2ccncc2)o1)NCc1ccccc1Cl

entry no.,17,18,19,20,21,22,23,24
HT1080NT lethal,21%,0%,-1%,?,-1%,-29%,2%,23%
WRN helicase inh,1%,11%,-9%,-21%,-3%,2%,3%,10%
IL1B secr inh,18,8,7,-101*,-3,-6,3,3
MCF10A rereplic,11%,3%,7%,0%,-4%,?,0%,-3%
HT1080 IDH1KD tx,2%,-2%,8%,?,-2%,?,15%,13%
ATXN2 expr inh,23%,7%,0%,?,1%,-30%,.,0%
SW480 rerep,14%,-6%,-1%,-4%,-8%,?,-4%,8%
KB-3-1 cytotox,-2%,-7%,12%,-13%,15%,?,4%,9%
KB-V1 cytotox,-19%,-7%,14%,?,10%,?,-5%,5%

#25 COC(C[C@H](O)[C@H](C)[C@H](O)COCc1ccccc1)OC
#26 CSC1=C(C#N)C(c2ccccc2C)C(C#N)=C(N)N1 (configuration not stated)
#27 CC(=O)Nc1ccc(OCCOc2ccc(/C=C3/C(=N)N4C=CSC4=NC3=O)cc2)cc1
#28 C/C(Cn1cnc([N+](=O)[O-])n1)=N/NC(=O)COc1ccccc1Cl
#29 Cc1cccc(NC(=O)CNC(=O)c2cccs2)n1
#30 COc1ccc(/C=C2/C(=O)N(c3ccccc3)N=C2C)cc1OC
#31 COc1ccc(CNc2ncnc3cc(Cl)ccc23)cc1
#32 CCc1ccc([C@H]2[C@@H]3C(=O)C[C@@H]4C(=O)N(C)C(=O)[C@@H]4[C@@H]3CN2S(=O)(=O)c2ccc(C)cc2)cc1

entry no.,25,26,27,28,29,30,31,32
HT1080NT lethal,0%,0%,4%,2%,-1%,7%,-26%,26%
WRN helicase inh,-3%,0%,4%,-2%,22%,-15%[57.1 µM],-2%,-4%
IL1B secr inh,20,18,54,-1,-4,12,56,14
MCF10A rereplic,4%,1%,?,-7%,-2%,6%,-4%,.
HT1080 IDH1KD tx,8%,-17%,0%,10%,0%,6%,-28%,3%
ATXN2 expr inh,7%,4%,15%,.,1%,1%,?,-2%
SW480 rerep,-1%,-8%,3%,0%,-4%,-39%[inhibitor][1.84 µM],-3%,.
KB-3-1 cytotox,0%,6%,-3%,-4%,5%,5%,?,0%
KB-V1 cytotox,?,3%,-2%,6%,?,?,21µM*,0%

#33 CC(C)(C)C(=O)c1c(N)[nH]c(C(=O)c2ccccc2)c1-c1ccccc1Br
#34 O=C(Nc1ccccc1Cl)C1CCCN(S(=O)(=O)c2cccc3cccnc23)C1 (configuration not stated)
#35 Cc1noc(NS(=O)(=O)c2ccc(NC(=O)c3ccc(F)cc3)cc2)c1C
#36 Cc1cc(C)c(OCCn2ccnc2)c(C)c1
#37 O=C(C1CC(=O)N(c2ccc3c(c2)OCCO3)C1)N1CCN(S(=O)(=O)c2ccccc2F)CC1 (configuration not stated)
#38 Cc1nn(C)cc1NC(=O)c1cc2nc(-c3ccco3)cc(C(F)(F)F)n2n1
#39 COCCn1c(=NC(=O)C2COc3ccccc3O2)sc2cc(S(N)(=O)=O)ccc21 (configuration not stated)
#40 CN(C)c1ccc(NC(=O)COC(=O)c2ccc3c(c2)OCO3)cc1

entry no.,33,34,35,36,37,38,39,40
HT1080NT lethal,5%,-5%,0%,-3%,0%,-11%,-1%,12%
WRN helicase inh,-1%,-8%,-23%,-3%,-2%[11.6 µM],3%,0%,?
IL1B secr inh,-14,-18,6,75,-5,-3,-8,2
MCF10A rereplic,.,?,-9%,4%,0%,-1%,?,2%
HT1080 IDH1KD tx,13%,-6%,1%,-12%,4%,-6%,3%,?
ATXN2 expr inh,-14%,.,-2%,18%,-13%,-6%,-5%,12%
SW480 rerep,.,9%,0%,6%,-6%,-2%,1%,-2%
KB-3-1 cytotox,-8%,0%,.,?,?,12%,55%,-2%
KB-V1 cytotox,?,-4%,.,12%,?,?,-12%,-6%

#41 N#CCc1ccc(C(=O)c2ccccc2F)s1
#42 CCCCC1=C(C(=O)OCC)C(C(=O)OCC)Oc2ccccc21 (configuration not stated)
#43 CC(C)NC(=S)N=Nc1c(O)[nH]c2ccc([N+](=O)[O-])cc12
#44 CC(=O)c1sc(N/N=C\c2ccc(Br)cc2)nc1C
#45 CN1OC[C@@H]2CN(Cc3cc(Cl)cc(Cl)c3)[C@H](c3cccc(-c4ccc(C#N)cc4)c3)C[C@@H]21
#46 CC(=O)Nc1cccc(-c2cc(C)c3cc4c(cc3n2)OCO4)c1

entry no.,41,42,43,44,45,46
HT1080NT lethal,11%,4%,?,8%,-7%,-25%
WRN helicase inh,-7%,8%,-30%,-4%,1%,-23%
IL1B secr inh,-6,34,32,-3,?,-51*
MCF10A rereplic,0%,-12%,0%,18µM*,.,15%
HT1080 IDH1KD tx,8%,3%,?,6%,-1%,-14%
ATXN2 expr inh,22%,6%,-1%,51%[activator],-18%,35%
SW480 rerep,-4%,-27%,-1%,?,.,-1%
KB-3-1 cytotox,5%,1%,?,18%,?,2%
KB-V1 cytotox,?,-5%,?,0%,-2%,-15%

One compound at a time (already shown). Screens in order: HT1080NT lethal | WRN helicase inh | IL1B secr inh | MCF10A rereplic | HT1080 IDH1KD tx | ATXN2 expr inh | SW480 rerep | KB-3-1 cytotox | KB-V1 cytotox
Profile of CCCCC1=C(C(=O)OCC)C(C(=O)OCC)Oc2ccccc21 (configuration not stated) → 4% | 8% | 34 | -12% | 3% | 6% | -27% | 1% | -5%
Profile of CN1OC[C@@H]2CN(Cc3cc(Cl)cc(Cl)c3)[C@H](c3cccc(-c4ccc(C#N)cc4)c3)C[C@@H]21 → -7% | 1% | ? | . | -1% | -18% | . | ? | -2%
Profile of N#CCc1ccc(C(=O)c2ccccc2F)s1 → 11% | -7% | -6 | 0% | 8% | 22% | -4% | 5% | ?

Source: PubChem BioAssay (National Center for Advancing Translational Sciences (NCATS))
